# Efflux pump mplx: blocks antifungal efflux pumps in multiplex yeast assay. S. cerevisiae Candida pump triplex, Nile Red efflux. inhibition, % at 10 µM. 0.44% of 330,000 active;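 active means plate passing quality check with inhibition over a set limit, or well fluorescence over plate mean plus 4 SD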;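 further: Nile Red retained in pooled yeast measured as flow cytometry median fluorescence; 0% = buffer negative control and 100% = Enniatin B positive control; higher means more Nile Red kept so more efflux inhibition; some compounds called inactive have numbers as strong as hits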
# PREPL inhibitor: human PREPL enzyme inhibition. Q4J6C6. recombinant PREPL, fluorescence polarization activity-based probe. inhibition, % at 5.96 µM. 0.68% of 320,000 active. AID 2751; in the data active means inhibition above about 43%;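 further: 0% = enzyme with DMSO and 100% = wells lacking enzyme; many of its hits are not listed in these tables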
# GASC-1 inh: human JMJD2C demethylase inhibition. Q9H3R0. GST-JMJD2C(1-420) H3K9me3 demethylation, DELFIA europium. inhibition, % at 2.35 µM. 0.069% of 330,000 active. AID 2099;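 active means more than half of a compound's replicate wells show inhibition beyond 50%, single wells judged on their own value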;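 further: signal counts dimethyl H3K9 product captured on neutravidin plate; 0% = median of DMSO wells and 100% = 0.3 times that DMSO median; strong numbers were not always called active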
# Target sequence (Q9H3R0 1-420 limits assumed): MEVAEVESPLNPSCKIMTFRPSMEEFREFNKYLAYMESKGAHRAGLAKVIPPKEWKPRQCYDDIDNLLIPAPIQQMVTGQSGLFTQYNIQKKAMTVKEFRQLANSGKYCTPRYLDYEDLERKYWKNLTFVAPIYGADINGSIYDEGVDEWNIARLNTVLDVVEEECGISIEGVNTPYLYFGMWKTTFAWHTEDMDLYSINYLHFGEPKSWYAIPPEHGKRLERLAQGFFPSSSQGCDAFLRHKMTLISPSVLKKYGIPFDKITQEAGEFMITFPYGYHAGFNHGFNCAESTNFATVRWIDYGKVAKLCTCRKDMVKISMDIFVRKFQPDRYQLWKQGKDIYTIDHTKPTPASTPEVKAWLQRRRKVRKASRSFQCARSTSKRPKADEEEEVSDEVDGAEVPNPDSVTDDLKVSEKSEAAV
# Active calls of the source: *.
GASC-1 inh	PREPL inhibitor	Efflux pump mplx	SMILES
-6	6	-0.3	COc1ccc(NC(=S)NC(=O)c2ccc3c(c2)OCCO3)cc1
4	53*	0.3	C[C@H]1CN([C@@H](C)CO)C(=O)Cc2cc(NC(=O)CCN3CCOCC3)ccc2O[C@@H]1CN(C)Cc1ccc(Oc2ccccc2)cc1
1	4	0.1	COc1ccc(CC(=O)OCC(=O)NC2CCCC(C)C2C)cc1 (stereo not given)
12	38	0.2	Cc1ccc(S(=O)(=O)NCC(=O)OCC(=O)N2CC(=O)Nc3ccccc32)cc1
-2	22	0.1	CN(c1ccccc1)S(=O)(=O)c1cccc(NC(=O)CCNC(=O)c2ccc([N+](=O)[O-])cc2)c1
1	0	-0.2	O=C(c1ccc2ccccc2n1)N1CCN(S(=O)(=O)c2ccc(Cl)cc2)CC1
5	9	-0.3	O=C(Nc1cccc(S(=O)(=O)N2CCCCCC2)c1)c1ccc(Cl)nc1
24	22	-0.1	COc1ccc(-c2sc3ccccc3c2C#Cc2cncn2C)cc1
-2	16	-0.2	CCOC(=O)C1CCCN(C(=O)CSc2nnnn2C)C1 (stereo not given)
2	16	-0.2	Cc1ccc(S(=O)(=O)N2CCCCC2)cc1NC(=O)Cc1cccs1
-10	6	0.3	CCC1(C)NC(=O)N(CC(=O)Nc2cc(C)on2)C1=O (stereo not given)
-6	5	-0.1	O=C(COC(=O)/C=C/c1ccc(OC(F)F)cc1)NC1CCCCCC1
20	6	0.6	COc1cc2c(C#Cc3cccnc3)c(-c3ccsc3)oc(=O)c2cc1OC
0	2	0.0	CCN1CCN(C(=S)NC(=O)c2cc(OC)c(OC)c(OC)c2)CC1
0	17	0.0	CC(C)NC(=O)N(C)C[C@@H]1Oc2c(NC(=O)C3CCOCC3)cccc2C(=O)N([C@@H](C)CO)C[C@H]1C
-1	4	-0.1	COc1ccc(CCNC(=O)COC(=O)Cc2ccccc2F)cc1
5	-1	-0.1	CCN(C[C@H]1N[C@@](C)(C(=O)OC)[C@H]2C(=O)N(Cc3ccccc3)C(=O)[C@@H]12)S(=O)(=O)c1ccccc1
8	8	-0.2	CC1CC1C(=O)OCC(=O)Nc1cc(S(=O)(=O)N2CCCCC2)ccc1Cl (stereo not given)
-10	-6	0.1	CN(c1ccccc1)S(=O)(=O)c1cccc(NC(=O)c2ccc(Cl)c([N+](=O)[O-])c2)c1
-12	8	0.0	COc1ccc(NC(=O)CSc2nc3nc(C)cc(C)c3c(=O)[nH]2)cc1OC
-3	28	0.1	O=C(C[C@@H]1C/C=C/CC[C@@H](Cc2ccc(F)cc2)C(=O)OC[C@H](Cc2ccccc2)NC1=O)N[C@H](CO)Cc1ccccc1
-1	15	0.0	Cc1ccc(NC(=O)COC(=O)Cc2ccc(Br)cc2)cc1S(=O)(=O)N1CCOCC1
-7	2	-0.2	CCCN(CC(=O)Nc1ccccc1OC)C(=O)c1nc2nc(C)ccn2n1
8	6	0.2	CN(Cc1cccs1)C(=O)c1ccc(Cl)c(S(=O)(=O)N2CCCCCC2)c1
-2	17	-0.1	O=[N+]([O-])c1ccc(Cl)c(S(=O)(=O)/N=C(/Nc2cccnc2)c2ccccc2)c1
8	27	-0.4	COc1ccc(C(=O)COC(=O)c2cc(=O)c3ccccc3o2)cc1
-1	10	0.4	O=C(NN1C(=O)NC2(CCCCC2)C1=O)c1cc2cc(Cl)ccc2o1
1	21	-0.4	O=C(COC(=O)Cc1ccc(S(=O)(=O)N2CCOCC2)s1)Nc1ccc(OC(F)F)cc1
-12	23	0.2	COc1ccc(S(=O)(=O)N2CCN(C(=O)c3cc4c(s3)CCC4)CC2)cc1
-7	-1	0.0	CN(C(=O)COC(=O)C1CCN(S(=O)(=O)c2ccc(Cl)cc2)CC1)C1CCS(=O)(=O)C1 (stereo not given)

# Two of these compounds in a different format.
structure: CCC1(C)NC(=O)N(CC(=O)Nc2cc(C)on2)C1=O (stereo not given)
  GASC-1 inh = -10 | PREPL inhibitor = 6 | Efflux pump mplx = 0.3
structure: COc1ccc(C(=O)COC(=O)c2cc(=O)c3ccccc3o2)cc1
  GASC-1 inh = 8 | PREPL inhibitor = 27 | Efflux pump mplx = -0.4

# Other structures follow.
GASC-1 inh	PREPL inhibitor	Efflux pump mplx	SMILES
-7	23	-0.2	CCCN1C(=O)C(=O)c2cc(Cl)ccc21
2	18	0.2	Cc1c(NC(=O)C(C)Oc2cccc(F)c2)c(=O)n(-c2ccccc2)n1C (stereo not given)
4	1	0.0	CCN(C(=O)CSc1cccc[n+]1[O-])C1CCCCC1
-3	15	0.1	O=C(COC(=O)/C=C/c1cccc([N+](=O)[O-])c1)Nc1cccnc1Cl
3	11	-0.1	COc1ccc(-c2oc(=O)c3cc(OC)c(OC)cc3c2/C=C/c2ccc([N+](=O)[O-])cc2)cc1
41	1	-0.2	CSc1nc(N)nc2c1ncn2CC(=O)NCCNc1ccc([N+](=O)[O-])cn1
5	20	0.1	C[C@@]12CCC[C@H](O1)[C@@H]([C@H](O)c1ccccc1)O2
-9	21	0.5	CCOc1ccc(OCCCC(=O)N2CCN(S(=O)(=O)c3ccccc3C#N)CC2)cc1
-2	7	0.3	COc1ccc(NC(=O)COC(=O)CCC2CCCC2)c(OC)c1
3	-6	0.1	COc1cc(C(=O)OCCNC(=O)c2cccnc2)cc(OC)c1OC
-28	8	-0.2	CCCC[C@@H]1C=C(C(=O)O)[C@H](c2ccc3c(c2)OCO3)N1S(=O)(=O)c1ccc(C)cc1
-11	10	0.0	Cc1cc(C)n(CC(=O)NNC(=O)COc2ccc(Br)cc2F)n1
13	26	-0.3	Cc1onc(-c2ccccc2)c1C(=O)NN1CCOCC1
-3	5	0.1	CC(NC(=O)NC(=O)c1ccc(F)cc1)C1CC1 (stereo not given)
28	12	0.1	C[C@H](CO)N1C[C@H](C)[C@@H](CN(C)C(=O)Nc2ccc(C(F)(F)F)cc2)Oc2c(NC(=O)c3ccncc3)cccc2C1=O
-6	-13	0.5	CN(C)CCCNc1oc(-c2ccc(Cl)cc2)nc1S(=O)(=O)c1ccccc1
6	6	0.1	O=C(c1ccco1)N1CCN(Cc2nc3ccccc3[nH]2)CC1
5	30	0.4	CCOC(=O)C1CCCN(C(=O)CSc2nnc3nc(C)cc(C)n23)C1 (stereo not given)
-2	14	-0.2	COc1cccc(OCC(=O)NCC2CCCO2)c1 (stereo not given)
1	5	0.2	Cn1nc(C(=O)OCC(=O)Nc2ccccc2OC(F)F)c2ccccc2c1=O
4	-2	0.0	O=C(COC(=O)/C=C/c1cccc(Cl)c1)Nc1c(F)cccc1F
7	15	-0.1	O=C(CSc1nccc(=O)[nH]1)NC1CCCCCC1
-6	19	-0.2	Cc1noc(C)c1NC(=O)Nc1cccc2c1O[C@@H](CN(C)C(=O)Nc1ccc3c(c1)OCO3)[C@@H](C)CN([C@H](C)CO)C2=O
0	22	0.1	CC1CCCN(C(=O)COC(=O)C2=COCCO2)C1 (stereo not given)
-1	10	-0.2	O=C(c1cc(Br)c(Br)s1)N1CCc2ccccc2C1
3	12	0.1	COc1ccc2c(C)cc(SCC(=O)NC3CCCC3)nc2c1
10	14	-0.3	CCC/C(=C1/c2ccccc2C(=O)N1c1ccccc1)c1ccc2[nH]ccc2c1
13	4	0.1	COc1ccc(NC(=O)CNC(=O)C2CCCCC2)cc1OC
-5	19	0.0	Cc1cccc(C(=O)OCC(=O)N2CCN(C(=O)c3ccco3)CC2)c1O
2	-6	0.1	O=C(COC(=O)Cc1ccccc1F)NCc1ccc(Cl)cc1

# Another view of 4 compounds above:
> COc1ccc(NC(=O)CNC(=O)C2CCCCC2)cc1OC
  GASC-1 inh: 13; PREPL inhibitor: 4; Efflux pump mplx: 0.1
> COc1cccc(OCC(=O)NCC2CCCO2)c1 (stereo not given)
  GASC-1 inh: -2; PREPL inhibitor: 14; Efflux pump mplx: -0.2
> Cn1nc(C(=O)OCC(=O)Nc2ccccc2OC(F)F)c2ccccc2c1=O
  GASC-1 inh: 1; PREPL inhibitor: 5; Efflux pump mplx: 0.2
> O=C(c1ccco1)N1CCN(Cc2nc3ccccc3[nH]2)CC1
  GASC-1 inh: 6; PREPL inhibitor: 6; Efflux pump mplx: 0.1

# The listing continues:
GASC-1 inh	PREPL inhibitor	Efflux pump mplx	SMILES
-6	-14	0.4	C[C@@]12C(=O)N(c3ccc(Cl)cc3)C(=O)N1[C@@H]1c3ccccc3OC[C@@H]1[C@H]2c1ccccc1
12	28	0.1	CCOC(=O)C1=C(COC(=O)/C=C/c2cccc(F)c2)NC(=O)NC1C (stereo not given)
-1	25	-0.1	CCN(CC)c1ccc(NC(=O)COc2ccc(-n3cnnn3)cc2)cc1
9	3	0.2	Cc1cnc(C(=O)OCC(=O)NC(C)c2ccccc2)cn1 (stereo not given)
-12	10	0.0	CC1CCCCC12NC(=O)N(CC(=O)NCCc1ccccc1)C2=O (stereo not given)
-3	30	-0.3	COc1ccc2nc3n(c(=O)c2c1)-c1cc(Cl)ccc1C(=O)NC3Cc1ccccc1 (stereo not given)
2	-24	-0.2	O=c1cc(-c2ccccc2)oc2ccc(Br)cc12
16	28	0.2	CC(C)(C)OC(=O)C[C@@H]1C/C=C\C[C@H](CC(=O)N(CCO)Cc2ccccc2)C(=O)NC[C@@H](c2ccccc2)OC1=O
-6	-77	0.0	CCOC(=O)[C@@H]1[C@H]2COc3cc(OC)ccc3[C@@H]2N2C(=O)N(c3ccc(OC)cc3)C(=O)[C@@]12C
-2	45*	0.1	O=C1OC[C@H]2CCCN2C(=O)[C@@H](CC(=O)N(CCO)Cc2ccccc2)C/C=C\CC[C@H]1Cc1ccc(F)cc1
5	13	-0.1	Cc1ccc(S(=O)(=O)/N=C(/Nc2nc(C)cs2)c2ccccc2)cc1
-4	43*	-0.1	CCN1CCN(c2ccc(NC(=O)COc3ccc(Cl)cc3C)cc2)CC1
0	2	0.0	O=C(O)c1cccc(S(=O)(=O)Nc2ccc(Cc3ccncc3)cc2)c1
3	-2	0.2	Cc1ccc(S(=O)(=O)N2[C@@H](c3ccc(C(C)(C)C)cc3)C(C(=O)O)=CC[C@H]2c2cccc(Cl)c2)cc1
-2	26	0.0	CCN(C(=O)CSc1ncccn1)c1cccc2ccccc12

# By substructure, the compounds so far with an aryl thioether with sulfur outside any ring.
GASC-1 inh	PREPL inhibitor	Efflux pump mplx	SMILES
-2	16	-0.2	CCOC(=O)C1CCCN(C(=O)CSc2nnnn2C)C1 (stereo not given)
-12	8	0.0	COc1ccc(NC(=O)CSc2nc3nc(C)cc(C)c3c(=O)[nH]2)cc1OC
4	1	0.0	CCN(C(=O)CSc1cccc[n+]1[O-])C1CCCCC1
41	1	-0.2	CSc1nc(N)nc2c1ncn2CC(=O)NCCNc1ccc([N+](=O)[O-])cn1
5	30	0.4	CCOC(=O)C1CCCN(C(=O)CSc2nnc3nc(C)cc(C)n23)C1 (stereo not given)
7	15	-0.1	O=C(CSc1nccc(=O)[nH]1)NC1CCCCCC1
3	12	0.1	COc1ccc2c(C)cc(SCC(=O)NC3CCCC3)nc2c1
-2	26	0.0	CCN(C(=O)CSc1ncccn1)c1cccc2ccccc12

# (cont.)
GASC-1 inh	PREPL inhibitor	Efflux pump mplx	SMILES
-3	7	0.0	C#CCOCCOCCOCCNc1nc(N2CCN(C(=O)[C@H](CCC(=O)O)n3cc([C@@H](N)[C@H](C)CC)nn3)CC2)nc(N2CCN(C(=O)[C@H](CCC(=O)O)n3cc([C@@H](N)CCSC)nn3)CC2)n1
2	1	0.1	C=CCC[C@@H](Cc1ccc(F)cc1)C(=O)OC[C@@H](Cc1c[nH]c2ccccc12)NC(=O)[C@H](CC=C)CC(=O)N[C@H](CO)Cc1ccccc1
-2	27	0.4	Cn1c(N)c(C(=O)COC(=O)c2ccccc2C(=O)c2ccc(Cl)cc2)c(=O)n(C)c1=O
0	21	0.3	Cc1ccc(NC(=O)COC(=O)CNC(=O)C2CCCCC2)cc1S(=O)(=O)N(C)C
-53	8	-0.1	COC(=O)[C@]1(C)N[C@H](CN(C)C(=O)Nc2ccc(OC)cc2)[C@@H]2C(=O)N(C)C(=O)[C@@H]21
2	-3	-0.1	Cc1cc(C(=O)Nc2cc(S(C)(=O)=O)ccc2Cl)c(C)o1
-3	9	0.0	Cc1cc(C)nc(NNS(=O)(=O)c2ccc(Cl)cc2)n1
-1	6	0.2	O=C(COC(=O)C1CCCCC1)Nc1cccc(F)c1
-5	37	0.0	O=C(CSc1nc2nn(-c3ccccc3)c(=O)c-2c2n1CCCCC2)Nc1ccc(F)c(F)c1
-2	7	0.0	COc1cc(CC(=O)OCC(=O)NCc2cccs2)cc(OC)c1OC
-3	13	0.4	COc1cccc(Oc2ccc(C(F)(F)F)cc2NC(=O)CN2C(=O)NC3(CCCC3)C2=O)c1
-6	-4	-0.2	O=C(CNC(=O)C1COc2ccccc2O1)Nc1ccc(F)c(F)c1 (stereo not given)
4	4	0.2	Nc1cc(=O)[nH]c(SCC(=O)Nc2ccc(N3CCCCC3)cc2)n1
-15	11	-0.1	Cc1cccc(OCCC(=O)NNC(=O)Cn2nc(C)cc2C)c1
-8	-4	0.2	Cc1c(C(=O)N2CCN(S(=O)(=O)c3cccs3)CC2)oc2ccc(F)cc12
-4	51*	-0.1	Cc1ccc(S(=O)(=O)Nc2ccc3c(c2)CC(=O)N([C@H](C)CO)C[C@H](C)[C@H](CN(C)Cc2ccc4c(c2)OCO4)O3)cc1
-30	25	0.1	O=C(C[C@H]1C/C=C\CC[C@H](Cc2ccc(F)cc2)C(=O)O[C@@H](c2ccccc2)CNC1=O)N[C@@H](CO)Cc1ccccc1

# Assay outcomes from PubChem BioAssay.

# The list is partial; count on the stated rates, not on these rows.
